Compound activity from PubChem BioAssay.
N370S GC mod – qHTS Assay for Inhibitors and Activators of N370S glucocerebrosidase as a Potential Chaperone Treatment of Gaucher Disease | Lysosomal acid glucosylceramidase (Homo sapiens), P04062 | N370S GC spleen homogenate, 4MU-glucoside fluorescence | Potency, µM (highest dose often 59.4 µM), for the others: at the top dose activity change, negative = inhibition, most hits filed as inhibitors | actives 0.092% (n = 330,000) | AID 2101, 2009;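 note: 0% = full enzyme activity and -100% = no enzyme basal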
TDP1 cell CPT – qHTS for Inhibitors of human tyrosyl-DNA phosphodiesterase 1 (TDP1): qHTS in cells in presence of CPT. AID 686979, 2013. chicken DT40 Tdp1-/-;hTDP1 cells + 20 nM CPT, ATP luminescence, 48 h. Potency, µM (doses to about 46.2 µM), for the others: top-dose activity change, negative = growth inhibition, most hits filed as inhibitors. actives 12% (n = 420,000); note: nearly all actives have a fitted effect of over 55% in size
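Chicken DT40 Tdp1-/- cells complemented with human TDP1, 400 cells/well, exposed to compounds plus 20 nM camptothecin for at least 48 h at 37 C; viability read as ATP content by CellTiter-Glo luminescence.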
FEN1 inhibitor – qHTS Assay for the Inhibitors of Human Flap endonuclease 1 (FEN1); P39748; Recombinant FEN1 flap cleavage, fluorescence, 15 min; Potency, µM (top dose mostly 114 µM), for the others: at the top dose activity change, negative = inhibition, hits mostly inhibitors; actives 0.35% (n = 390,000); AID 588795, 2011; note: nearly all actives have a fitted effect of over 65% in size
Target sequence (P39748 whole entry, looked up): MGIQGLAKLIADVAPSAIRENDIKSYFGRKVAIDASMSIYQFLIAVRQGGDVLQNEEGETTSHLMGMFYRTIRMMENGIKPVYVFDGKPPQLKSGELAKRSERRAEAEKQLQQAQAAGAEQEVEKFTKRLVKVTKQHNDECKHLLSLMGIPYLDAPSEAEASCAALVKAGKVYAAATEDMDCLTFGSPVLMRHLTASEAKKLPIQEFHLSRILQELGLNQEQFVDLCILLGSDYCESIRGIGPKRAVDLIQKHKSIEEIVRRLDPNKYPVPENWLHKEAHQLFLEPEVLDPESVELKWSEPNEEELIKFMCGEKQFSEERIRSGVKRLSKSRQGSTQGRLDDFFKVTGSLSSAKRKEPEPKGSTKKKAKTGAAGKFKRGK
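Compounds are tested as a concentration series against 10 nM FEN1; after a 15 min room-temperature preincubation, 50 nM substrate starts cleavage, with plate reads at 0 and 15 min. Normalized responses are fitted by a Hill equation.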
Starred values were filed as active, the others as inactive; ? = inconclusive; nt = no result given. Calls come from the whole dose curve; as a rule, active = well fitted curve in the direction sought with a large enough effect; inconclusive = small, poorly fitted or top-dose-only effect, or another doubt; inactive = no such curve, though single readings can be large; an effect the other way counts as inactive or inconclusive. Unless noted, % is set by controls: 0 for no effect and ±100 for the full control effect; potency is the fitted concentration of half-maximal effect.

Molecule	N370S GC mod	TDP1 cell CPT	FEN1 inhibitor
COc1ccc(-n2nc3c(c2NC(=O)C2CC(=O)N(c4ccccc4)C2)CS(=O)(=O)C3)cc1 (stereo not drawn)	0%	-6%	-6%
CCOc1cc(/C=N/Nc2nnc(C)n2N)ccc1OC(C)=O	7%	?	6%
CCc1ccc(-c2cn3c(n2)sc2cc(C(=O)NCCc4ccc(OC)cc4OC)ccc23)cc1	nt	23µM*	5%
CC(O)[C@H]1CNC(=O)C(=O)N1CC1CCCCC1 (stereo partly drawn)	-8%	?	-1%
CCCC(=O)NCCc1cc(OC)c(OC)cc1Br	-1%	-11%	6%
CCOC(=O)CSc1nc(-c2ccc(OCC)cc2)cc(C(F)(F)F)c1C#N	nt	-24%	-3%
COc1cccc(C(=O)C2CCCN(Cc3cn(CC(N)=O)c4ccccc34)C2)c1 (stereo not drawn)	-1%	-5%	1%
COc1ccc(C(=O)O)cc1S(=O)(=O)N1CCCc2ccccc21	-13%	8%	-17%
C=CCOc1c(Br)cc(CNn2cn[nH]c2=S)cc1OC	-9%	-3%	-12%
COc1ccc(NC(=O)CSc2nnc(-c3ccccc3)n2Cc2ccco2)c(OC)c1	12%	-8%	-10%
O=C(NC1(C(F)(F)F)NC(=O)N(Cc2cccnc2)C1=O)c1ccc(F)cc1 (stereo not drawn)	1%	-3%	-16%
CCOC(=O)N/N=C(C)/C=C/c1ccccc1	0%	0.37µM*	-2%
Cc1ccc(SCCC(=O)Nc2ccc(Br)c(C)c2)cc1	10%	7%	-14%
COC(=O)c1nn(-c2ccccc2)c(Sc2ccc(OC)cc2)c1/C=N/O	?	1%	-4%
Cc1ccc2c(C)cc(=S)[nH]c2c1	6%	?	18%
Cc1ccc(C)c(Nc2cc(C(=O)NCCCN(C)C3CCCCC3)c3ccccc3n2)c1	nt	?	-14%
O=C(c1cccnc1)N1CCN(C(=O)c2cccc(Cl)c2)CC1	-5%	-8%	-2%
CCCCNc1nc(C)c(C(C)=O)cc1C#N	7%	-6%	-14%
COC(=O)c1ccc(COC(=O)c2ccc(N(C)C)cc2)cc1	?	?	4%
O=C(Nc1cccc(S(=O)(=O)NCc2ccco2)c1)c1cccc(Cl)c1	nt	?	18%
COc1ccc(-c2nn(-c3ccccc3)cc2/C=N/NS(=O)(=O)c2ccccc2)cc1	1%	?	-17%
Cc1cccc(C)c1OCc1nnc(SCC(=O)Nc2nccs2)n1-c1ccccc1	1%	?	0%
CC(NC(=O)Cn1c(NCCO)nc2ccccc21)c1ccccc1 (stereo not drawn)	15%	4%	-2%
O=C(NC(=S)Nc1ccc(S(=O)(=O)N2CCCCCC2)cc1)c1cccs1	0%	?	-3%
COc1ccc(Cl)cc1NC(=O)CSC1=Nc2ccccc2C2=NC(CCC(=O)NCc3ccco3)C(=O)N12 (stereo not drawn)	nt	?	-29%
Cc1nc(C(=O)N2CCCC(N3CCN(c4ccccc4C)CC3)C2)cs1 (stereo not drawn)	-5%	15µM*	-2%
CC(C)(CNC(=O)c1ccc(NS(=O)(=O)c2ccc(F)cc2)cc1)N1CCOCC1	-24%	7%	1%
COc1ccc(-n2c(CN3CCN(c4ccccc4OC)CC3)nc3ccc([N+](=O)[O-])cc3c2=O)c(OC)c1	-1%	?	?
COc1ccc(N(CC(=O)N2CCC(C)CC2)S(=O)(=O)c2c(C)nn(C)c2C)cc1	-4%	1%	-5%
O=C(Nc1ccc(S(=O)(=O)N2CCCC2)cc1Cl)C1=COCCO1	1%	-9%	-13%
Cc1ccc(-c2cc(C(=O)N/N=C/c3c[nH]c4ccccc34)[nH]n2)cc1	14%	2.3µM*	-11%
Cc1cc(C)c(C#N)c(SCC(=O)c2cc(C)n(CCc3ccccc3)c2C)n1	12%	18µM*	-10%
O=C(C1CCCCC1)N1CCN(S(=O)(=O)c2cccc([N+](=O)[O-])c2)CC1	7%	-23%	-3%
O=C(NCc1ccco1)C1CCN(C(=O)c2cc3sccc3n2Cc2ccc(Cl)cc2)CC1	-15%	18µM*	-4%
Cc1nnc(NC(=O)CSc2nnc(CNC(=O)c3ccc(S(=O)(=O)N(C)C)cc3)o2)s1	-1%	1%	-4%
CCCCOC(=O)Nc1nnc(CCc2ccccc2)s1	12%	?	5%
CCOC(=O)Cc1nnc(NC(=O)c2cccc(OCC)c2)s1	5%	-18%	-2%
COc1ccc(OC)c(N(CC(=O)NN=C2CCN(C)CC2)S(=O)(=O)c2ccccc2)c1	-1%	-2%	14%
O=C(NCC1CCCO1)C1CCCN(Cc2cnn(-c3ccccc3)c2-n2cccc2)C1 (stereo not drawn)	5%	-16%	-3%
CC(=O)N1CCN(C(C)=O)C1c1ccccc1	-8%	1%	0%
CC(C)(C)OC(=O)NS(=O)(=O)NOCc1ccccc1	nt	?	3%
Cc1cccc(C)c1-n1c(SCC(=O)Nc2ccc(C(=O)O)cc2)nnc1-c1cccc(S(=O)(=O)N(C)C)c1	6%	-5%	11%
CC(C)C(=O)N1CCC2(CC1)Oc1ccc(Cl)cc1C(=O)C21CC(c2ccccc2)=NO1 (stereo not drawn)	-10%	?	13%
Fc1ccccc1Cn1cc(C(=S)N2CCOCC2)c2ccccc21	10%	?	6%
O=C1CCN(Cc2ccccc2)C=C1c1ccc(Cl)cc1	nt	23µM*	-21%
Cc1ccc(C)c(Cn2nnc3c(=O)[nH]c(C(=O)Nc4ccc(F)cc4)nc32)c1	4%	?	-19%
COc1ccc(-n2c(=O)c(-c3cc(F)cc(F)c3)nc3cncnc32)cc1	-1%	0%	nt
O=c1oc2ccc(Br)cc2cc1-c1nc(-c2ccccc2)no1	nt	8%	24%
COC(=O)c1cccc(Nc2ccc([N+](=O)[O-])cn2)c1	-11%	-4%	0%
CN(C)/C=N/C1=C(C#N)C(c2cccs2)c2ccc3ccccc3c2O1 (stereo not drawn)	?	4.1µM*	-12%

Part of the list above, with values under each structure.
Order of values: N370S GC mod, TDP1 cell CPT, FEN1 inhibitor
> Cc1nc(C(=O)N2CCCC(N3CCN(c4ccccc4C)CC3)C2)cs1 (stereo not drawn)
→ -5%, 15µM*, -2%
> CC(C)(CNC(=O)c1ccc(NS(=O)(=O)c2ccc(F)cc2)cc1)N1CCOCC1
→ -24%, 7%, 1%
> COc1ccc(-n2c(CN3CCN(c4ccccc4OC)CC3)nc3ccc([N+](=O)[O-])cc3c2=O)c(OC)c1
→ -1%, ?, ?
> COc1ccc(N(CC(=O)N2CCC(C)CC2)S(=O)(=O)c2c(C)nn(C)c2C)cc1
→ -4%, 1%, -5%
> O=C(Nc1ccc(S(=O)(=O)N2CCCC2)cc1Cl)C1=COCCO1
→ 1%, -9%, -13%
> Cc1ccc(-c2cc(C(=O)N/N=C/c3c[nH]c4ccccc34)[nH]n2)cc1
→ 14%, 2.3µM*, -11%
> Cc1cc(C)c(C#N)c(SCC(=O)c2cc(C)n(CCc3ccccc3)c2C)n1
→ 12%, 18µM*, -10%
> O=C(C1CCCCC1)N1CCN(S(=O)(=O)c2cccc([N+](=O)[O-])c2)CC1
→ 7%, -23%, -3%
> O=C(NCc1ccco1)C1CCN(C(=O)c2cc3sccc3n2Cc2ccc(Cl)cc2)CC1
→ -15%, 18µM*, -4%
> Cc1nnc(NC(=O)CSc2nnc(CNC(=O)c3ccc(S(=O)(=O)N(C)C)cc3)o2)s1
→ -1%, 1%, -4%
> CCCCOC(=O)Nc1nnc(CCc2ccccc2)s1
→ 12%, ?, 5%
> CCOC(=O)Cc1nnc(NC(=O)c2cccc(OCC)c2)s1
→ 5%, -18%, -2%
> COc1ccc(OC)c(N(CC(=O)NN=C2CCN(C)CC2)S(=O)(=O)c2ccccc2)c1
→ -1%, -2%, 14%
> O=C(NCC1CCCO1)C1CCCN(Cc2cnn(-c3ccccc3)c2-n2cccc2)C1 (stereo not drawn)
→ 5%, -16%, -3%
> CC(=O)N1CCN(C(C)=O)C1c1ccccc1
→ -8%, 1%, 0%
> CC(C)(C)OC(=O)NS(=O)(=O)NOCc1ccccc1
→ nt, ?, 3%

(further entries)
Molecule	N370S GC mod	TDP1 cell CPT	FEN1 inhibitor
O=C(Cn1ccc2ccccc2c1=O)NCCC(=O)Nc1cccc(Cl)c1	-1%	5%	-6%
COc1ccc(/C=C/c2nc3sc4c(c3c(=O)o2)CCC4)cc1	nt	-28%	-5%
O=S(=O)(c1ccc(Br)s1)N1CCN(c2ccc(F)cc2)CC1	6%	?	-4%
O=C(CSc1c2c(nc3ccc(Cl)cc13)CCCC2)N1CCN(c2cccc(Cl)c2)CC1	nt	16µM*	-20%
CCCc1nnc(SCC(=O)N(CC)CC)n1CC1CCCO1 (stereo not drawn)	8%	-4%	19%
COc1cc(-c2cc(OC)c3c(C)oc(C)c3c(=O)c2)ccc1OC(=O)c1cccc(C)c1	nt	23µM*	9%
O=C(NC(=S)N1CCc2ccccc21)c1ccc(Br)o1	-2%	2.9µM*	3%
O=C(NNC(=O)c1cccc2ccccc12)c1ccc(Cl)c(Cl)c1	nt	-13%	7%
O=[N+]([O-])c1ccc(N2CCCCC2)cc1N1CCOCC1	5%	3%	4%
Cc1cccc(Oc2nc3c(C)cccn3c(=O)c2/C=C(\C#N)c2nc3ccccc3[nH]2)c1	nt	-13%	-6%
CCOc1ccc(S(=O)(=O)NCCC(=O)N2CCN(c3ncccn3)CC2)cc1	nt	-1%	-3%
COc1ccc(NC(=O)CCc2nnc3n(C)c(=O)c4sccc4n23)cc1Cl	nt	-4%	-1%
O=C(CNC(=O)c1ccco1)OCC(=O)c1ccc(Cl)cc1Cl	-12%	1%	-2%
CCC(Sc1nc2n[nH]c(C)c2c(=N)n1-c1ccc(Br)cc1)C(=O)N(CC)CC (stereo not drawn)	nt	18µM*	5%
CN(c1ccc(OCC(=O)OCC(=O)c2c(N)n(C)c(=O)n(C)c2=O)cc1)S(=O)(=O)c1ccc2ccccc2c1	11%	?	2%
CC(Sc1nnnn1-c1ccccc1)C(=O)Nc1ccc(Cl)cn1 (stereo not drawn)	22%	0%	-18%
COc1ccc(C(C)=O)cc1COC(=O)c1cc(C)nc2ccccc12	22%	?	12%
CC(C(=O)NC1CCCCC1)N1C(=O)C2C3C=CC(C3)C2C1=O (stereo not drawn)	-1%	5%	-5%
CC(=O)C[C@H](O)CC(=O)[C@@H]1OC(=O)CCCCCCCCc2ccccc21	nt	?	-8%
O=C(COc1ccccc1Cl)Nc1ccc(-c2nc3ccccc3s2)cc1	nt	5.8µM*	6%
Cc1ccc(NCc2cccn2-c2nnc(N3CCC(C(=O)NCCc4ccccc4)CC3)s2)cc1	nt	?	-12%
Cc1cccc(N2CCN(C(=O)CCCOc3ccccc3)CC2)c1C	-2%	?	-5%
Cc1ccc(-c2nnc(SC(C)C(=O)NCc3ccco3)n2C)cc1 (stereo not drawn)	nt	-1%	-9%
CC(=O)c1cc(C)ccc1OC(=O)c1ccco1	-4%	-23%	-2%
CCOc1ncccc1C(=O)OCC(=O)NCCc1ccc(S(N)(=O)=O)cc1	nt	5%	-7%
Clc1ccc(Cn2ncc3c(N4CCOCC4)ncnc32)cc1	14%	?	4%
Cc1ccc(CCN2CC(C(=O)O)CC2=O)cc1 (stereo not drawn)	-7%	-2%	-9%
COc1cc(C(=O)N2CCC(NC(=O)C(Cc3ccccc3C)NC(C)=O)CC2)cc(OC)c1OC (stereo not drawn)	0%	-25%	-5%
COc1ccc(CNC(=O)CSc2nnc(C)s2)cc1	-10%	-2%	0%
Cc1cc(OCC(=O)Nc2sc3c(c2C#N)CCC(C)C3)ccc1Cl (stereo not drawn)	nt	-29%	-9%
O=C(Nc1ccccc1C(F)(F)F)Nc1c[nH]c(=O)[nH]c1=O	nt	-1%	-4%

Single entries from the entries so far:
Reading for COc1cc(C(=O)N2CCC(NC(=O)C(Cc3ccccc3C)NC(C)=O)CC2)cc(OC)c1OC (stereo not drawn) in TDP1 cell CPT: -25%
Reading for Cc1cc(OCC(=O)Nc2sc3c(c2C#N)CCC(C)C3)ccc1Cl (stereo not drawn) in FEN1 inhibitor: -9%

This is a subset; the hit share may differ from the screen's.
